# Compound activity: PubChem BioAssay, several laboratories
# DNMT1 block: blocks human DNA methyltransferase DNMT1; DNMT1 molecular beacon, Hinp1I cleavage, fluorescence; inhibition (reported as % activation of signal), % at 10 µM; 360,000 tested, 0.83% active; in the data active = inhibition above about 50%
# MsrA inhibitor: inhibitors of bovine MsrA | inhibition, % at 15.5 µM | purified bovine MsrA, absorbance read-out | AID 651718 | 360,000 tested, 0.75% active; in the data active = inhibition above about 4.5%;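 note: 0% = vehicle wells with enzyme and 100% = reference inhibitor wells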
# NRP1-CendR mod: modulators of CendR peptide binding to human neuropilin-1. O14786. FAM-RPARPAR peptide binding to NRP-1, fluorescence polarization. inhibition, % at 25 µM. 360,000 tested, 0.85% active. AID 602438;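 active = inhibition or corrected inhibition above about 18%, plus a signal ratio from 0.5 to 1.5, limit read from the data, passing the limit was not always enough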; note: strong numbers were not always called active
# LMPTP block: blocks human LMPTP phosphatase; recombinant LMPTP-A, OMFP fluorogenic substrate, fluorescence intensity; 360,000 tested, 0.22% active; P24666; inhibition, % at 20 µM;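 active = compounds that cut the enzyme signal by at least half of the control window in the single-dose screen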;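 note: plate controls were DMSO wells with enzyme plus substrate for no effect and substrate without enzyme for full effect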
# Target sequence (P24666 whole entry, looked up): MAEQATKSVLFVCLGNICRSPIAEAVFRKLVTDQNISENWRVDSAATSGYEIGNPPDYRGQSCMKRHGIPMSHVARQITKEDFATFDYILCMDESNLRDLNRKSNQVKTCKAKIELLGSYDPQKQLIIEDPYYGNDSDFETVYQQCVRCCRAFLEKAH
#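 Assay system: LMPTP-A enzyme. Input: 0.625 nM LMPTP-A final. Probe or stimulus: 400 µM OMFP. Compound dosing: single 20 µM dose. Schedule: 50 min dark incubation at room temperature. Detection: fluorescence intensity of OMFP turnover product. Read-out: percent inhibition versus substrate-only and uninhibited controls. Benchmarks: no-enzyme low control, uninhibited high control.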
# eLon inh: inhibitors of E. coli Lon protease | P0A9M0 | purified E. coli Lon protease, fluorescence polarization | inhibition, % at 7.94 µM | 360,000 tested, 0.42% active | AID 602123; in the data active = inhibition above about 13%, passing the limit was not always enough;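 note: 0% = enzyme with probe and DMSO and 100% = no enzyme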
# STEP inh: STEP (human) phosphatase inhibition | AID 588621 | recombinant STEP, OMFP fluorogenic substrate, fluorescence | P54829 | 360,000 tested, 0.25% active | inhibition, % at 20 µM;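 active = inhibition at 20 µM, scaled per plate between control wells, above about 37%, limit read from the data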;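 note: 0% = DMSO with enzyme and substrate and 100% = substrate only without enzyme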
# Target sequence (P54829 whole entry, looked up): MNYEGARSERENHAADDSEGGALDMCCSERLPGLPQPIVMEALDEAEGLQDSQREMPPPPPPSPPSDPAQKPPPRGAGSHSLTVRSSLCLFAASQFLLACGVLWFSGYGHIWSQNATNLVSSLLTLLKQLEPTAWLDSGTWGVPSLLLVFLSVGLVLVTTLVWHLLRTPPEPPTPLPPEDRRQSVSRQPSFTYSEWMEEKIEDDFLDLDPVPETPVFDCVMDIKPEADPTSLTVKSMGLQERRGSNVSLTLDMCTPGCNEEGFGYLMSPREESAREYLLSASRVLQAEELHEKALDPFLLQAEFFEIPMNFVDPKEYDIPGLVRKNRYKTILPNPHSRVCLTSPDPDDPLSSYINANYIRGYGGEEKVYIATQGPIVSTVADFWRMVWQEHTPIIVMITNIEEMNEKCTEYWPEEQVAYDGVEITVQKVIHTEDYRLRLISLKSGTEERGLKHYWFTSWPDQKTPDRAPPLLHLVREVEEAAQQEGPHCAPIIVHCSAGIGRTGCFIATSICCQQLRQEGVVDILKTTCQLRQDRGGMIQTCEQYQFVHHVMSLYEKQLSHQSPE
#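 Measure: Control-normalized % inhibition with plate pattern correction | Test system: STEP phosphatase, cell-free reaction | Medium: pH 6.0 Bis-Tris with DTT and Tween 20 | Technique: Fluorescence, 480/540 nm | Times: Reaction 20 min, ambient temperature | Doses: Single compound dose of 20 µM, 1% DMSO final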
# bovine MsrA act: activators of bovine methionine sulfoxide reductase A. activation, % at 10.6 µM. AID 602163. 360,000 tested, 0.3% active. purified bovine MsrA, absorbance read-out; in the data active = activation above about 7.5%;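 note: 0% = vehicle and 100% = reference activator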
# SUMO1-SIM PPI: modulators of human SUMO1-mediated protein-protein interactions. 360,000 tested, 0.33% active. inhibition, % at 20 µM. P63165. AID 602429. SUMO1 binding to a labelled peptide, TR-FRET, 1 h; in the data active = inhibition above about 37%
# Target sequence (P63165 whole entry, looked up): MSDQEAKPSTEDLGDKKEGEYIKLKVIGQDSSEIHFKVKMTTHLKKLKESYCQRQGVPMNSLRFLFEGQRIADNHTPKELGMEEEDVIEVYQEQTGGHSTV
# Scp1 inh: Scp-1 (human) phosphatase inhibition. Recombinant Scp1, phosphopeptide, malachite green phosphate absorbance. 340,000 tested, 0.88% active. inhibition, % at 20 µM. Q9GZU7;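 active = inhibition above about 50% at 20 µM, limit read from the data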;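 note: plate controls were DMSO wells with enzyme for no effect and wells lacking enzyme for full effect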
# Target sequence (Q9GZU7 76-261 limits assumed): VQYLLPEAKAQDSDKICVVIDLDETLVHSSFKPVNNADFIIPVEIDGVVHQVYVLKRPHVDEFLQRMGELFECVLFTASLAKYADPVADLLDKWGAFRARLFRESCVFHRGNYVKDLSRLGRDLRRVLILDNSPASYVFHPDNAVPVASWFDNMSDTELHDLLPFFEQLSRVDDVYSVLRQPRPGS
#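 Assay system: SCP-1 catalytic fragment, aa 76-261 | Buffer or medium: Tris acetate buffer pH 5.5 with MgCl2 and Tween-20 | Compound: One concentration, 20 µM, with 1.0% DMSO | Also added: Phospho 17-mer peptide substrate | Signal: Absorbance at 630 nm | Incubation: 45 min enzyme reaction at room temperature | Measure: % inhibition of SCP-1 phosphate liberation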
# TbMetRS inhib: Trypanosoma brucei MetRS inhibition. purified T. brucei MetRS, ATP depletion, Kinase-Glo luminescence. inhibition, % at 11.9 µM. 360,000 tested, 0.4% active. AID 624268;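 active = inhibition above a per-plate cutoff of the control wells' mean inhibition plus 3 SD, cut at about 5.5% in these data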;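 note: 0% = DMSO wells median and 100% = median of wells with control inhibitor compound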
#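 Test system: purified T. brucei MetRS enzyme. Also added: ATP, methionine and E. coli bulk tRNA substrates. Compound: 11.9 µM single point. Schedule: 15 min enzyme-compound preincubation, 2 h reaction, 10 min detection, 25 °C. Signal: luciferase luminescence of residual ATP, Kinase-Glo. Evaluation: percent inhibition versus plate control medians. Controls: DMSO wells, low control.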
# * hit, by the source's call; . = no result given.
SMILES,DNMT1 block,MsrA inhibitor,NRP1-CendR mod,LMPTP block,eLon inh,STEP inh,bovine MsrA act,SUMO1-SIM PPI,Scp1 inh,TbMetRS inhib
Cn1c(N)c(C(=O)CSc2nnc(NC3CCCCC3)s2)c(=O)n(C)c1=O,-1,-1.0,-9,1.1,2,0,-4,12,-3,0.2
COc1ccc(CCNC(=O)Cn2nc(C(=O)O)c3ccccc3c2=O)cc1OC,1,2.4,17,0.9,6,1,1,-4,2,-0.4
Cc1ccc(S(=O)(=O)N(Cc2ccccc2)c2ccccc2C(=O)N2CCCCC2)cc1,-1,-0.8,6,1.9,2,0,0,1,-5,-0.1
CCOc1ccc(N2C=Nc3ccc(OCC)cc3C2)cc1,-2,1.1,2,0.5,-9,3,-2,1,-7,-0.5
Cc1nc(C(=O)Nc2cccc(Cl)c2Cl)nn1-c1cc(OC(C)C)c(Cl)cc1Cl,-1,1.5,-4,0.9,2,10,-2,1,-7,-0.2
CC(C)CCOc1ccc(-c2c(=O)n(OCc3ccc([N+](=O)[O-])cc3)c3ccccc3[n+]2[O-])cc1,11,0.6,3,0.0,0,2,-1,-17,-8,-0.8
O=C1OC(Nc2ccc3c(c2)OCO3)c2ccccc21 (stereo unspecified),-9,0.5,-6,0.0,4,-1,-13,0,3,-1.0
Cc1nc(/C(N)=N/OC(=O)c2cccc(Cl)c2)c(C(F)(F)F)o1,0,-1.5,5,-0.3,-5,3,0,1,-11,-0.4
CCN(CC(=O)NCc1cccs1)C(=O)c1ccc(S(=O)(=O)Nc2ccccc2C)cc1,-2,1.0,9,-0.7,-6,2,-2,3,-4,-0.3
Cc1ccc2[nH]c3c(=O)n(CCCN4CCOCC4)cnc3c2c1,4,2.1,-1,-1.4,9,0,-2,-3,-11,0.3
O=C(c1ccc(F)cc1)N1CCCC(c2ccccc2)C1 (stereo unspecified),8,-0.1,-8,-0.3,-2,1,-10,4,-3,-1.5
Cc1sc(NC(=O)COc2cccc(-n3cnnn3)c2)c(C#N)c1C,3,0.6,2,3.0,-4,-2,-7,-2,11,-0.6
COc1ccc(NC(=O)CCCN2C(=O)CCC2=O)cc1Cl,-2,-1.2,6,-1.3,-1,-1,-1,-4,-2,-2.3
COCC(C)NC(=O)c1oc2c(c1C)C1(CCC2)SCCS1 (stereo unspecified),-2,0.3,9,-0.3,-2,3,0,-2,4,0.5
CC(C)Sc1ccc(C(=O)Nc2ccc(F)cc2F)cn1,-4,1.7,-9,1.3,0,-2,-1,3,-3,-0.6
COC(=O)c1cc(S(=O)(=O)C(C)C)c(S(C)=O)s1 (stereo unspecified),2,0.6,9,-6.1,3,0,-4,1,-7,-0.1
O=C1c2ccccc2S(=O)(=O)c2cc(C(=O)N3CCN(c4ncccn4)CC3)ccc21,0,-0.3,14,-0.6,-9,-2,-6,-37,-1,-0.1
CCc1nc(SCC(=O)Nc2ccccc2OC)c2c(C)c(C)sc2n1,2,-0.1,-6,4.7,-12,3,-7,5,6,-1.2
C[C@@H]1CN([C@@H](C)CO)S(=O)(=O)c2ccc(Br)cc2O[C@H]1CN(C)Cc1ccc(-c2ccccc2)cc1,-7,0.6,-9,3.2,-12,0,-1,4,.,-1.0
COc1ccc(OC)c(N(C(=O)c2snc(C(N)=O)c2N)C(C(=O)NCc2ccccc2)c2ccc(O)cc2)c1 (stereo unspecified),-3,0.5,6,0.8,6,-2,-7,-9,1,0.4
CC1CCN(C(=O)COC(=O)c2cc(Cl)cc(Cl)c2N)CC1,2,1.1,-2,0.9,-1,-6,-2,1,-8,-0.5
Cc1ccc(OCCSCc2nnc(NC(=O)Nc3cccc(Cl)c3)s2)cc1,-5,0.2,-20,-0.7,-6,-2,-4,5,-6,0.0
O/N=C1/CCc2cccc3cccc1c23,-7,0.4,-3,-1.3,-15,3,6,-10,0,-0.1
Cc1ccc(CCNC(=O)CCS(=O)(=O)c2ccc3nc(C)sc3c2)cc1,14,1.1,0,-0.2,-2,-3,2,4,0,-1.8

# Part of the list above in order of number of heavy atoms, high to low:
SMILES,DNMT1 block,MsrA inhibitor,NRP1-CendR mod,LMPTP block,eLon inh,STEP inh,bovine MsrA act,SUMO1-SIM PPI,Scp1 inh,TbMetRS inhib
COc1ccc(OC)c(N(C(=O)c2snc(C(N)=O)c2N)C(C(=O)NCc2ccccc2)c2ccc(O)cc2)c1 (stereo unspecified),-3,0.5,6,0.8,6,-2,-7,-9,1,0.4
C[C@@H]1CN([C@@H](C)CO)S(=O)(=O)c2ccc(Br)cc2O[C@H]1CN(C)Cc1ccc(-c2ccccc2)cc1,-7,0.6,-9,3.2,-12,0,-1,4,.,-1.0
O=C1c2ccccc2S(=O)(=O)c2cc(C(=O)N3CCN(c4ncccn4)CC3)ccc21,0,-0.3,14,-0.6,-9,-2,-6,-37,-1,-0.1
Cc1ccc(OCCSCc2nnc(NC(=O)Nc3cccc(Cl)c3)s2)cc1,-5,0.2,-20,-0.7,-6,-2,-4,5,-6,0.0
Cc1ccc(CCNC(=O)CCS(=O)(=O)c2ccc3nc(C)sc3c2)cc1,14,1.1,0,-0.2,-2,-3,2,4,0,-1.8
CCc1nc(SCC(=O)Nc2ccccc2OC)c2c(C)c(C)sc2n1,2,-0.1,-6,4.7,-12,3,-7,5,6,-1.2
Cc1sc(NC(=O)COc2cccc(-n3cnnn3)c2)c(C#N)c1C,3,0.6,2,3.0,-4,-2,-7,-2,11,-0.6
COCC(C)NC(=O)c1oc2c(c1C)C1(CCC2)SCCS1 (stereo unspecified),-2,0.3,9,-0.3,-2,3,0,-2,4,0.5
CC(C)Sc1ccc(C(=O)Nc2ccc(F)cc2F)cn1,-4,1.7,-9,1.3,0,-2,-1,3,-3,-0.6
COC(=O)c1cc(S(=O)(=O)C(C)C)c(S(C)=O)s1 (stereo unspecified),2,0.6,9,-6.1,3,0,-4,1,-7,-0.1
O/N=C1/CCc2cccc3cccc1c23,-7,0.4,-3,-1.3,-15,3,6,-10,0,-0.1

# (cont.)
SMILES,DNMT1 block,MsrA inhibitor,NRP1-CendR mod,LMPTP block,eLon inh,STEP inh,bovine MsrA act,SUMO1-SIM PPI,Scp1 inh,TbMetRS inhib
O=C(NCc1cccs1)C1CC(c2ccc(F)cc2)=NO1 (stereo unspecified),2,1.5,-3,0.7,-1,-4,-1,-3,-7,-0.1
COc1ccc(OC)c(CN2C(=O)c3ccccc3C2c2nnnn2C(C)C)c1 (stereo unspecified),.,0.7,6,-1.9,-3,.,-5,1,.,-1.1
CCN(CC)c1cccc(OC2=NS(=O)(=O)c3ccccc32)c1,-7,-1.0,-20,-0.5,-14,-4,1,-1,-7,-0.6
COc1ccc(N2C(=O)CCC2(C(N)=O)c2ccccc2)cc1 (stereo unspecified),4,.,-1,-1.5,8,-2,-10,3,.,-0.8
Cc1cccc(-c2nc(CS(=O)CC(=O)N3CCCCC3)c(C)o2)c1 (stereo unspecified),5,0.1,-9,-1.1,-8,0,-1,4,-3,-0.1
COc1ccc(CCNC(=O)c2ccc(NS(=O)(=O)c3ccc4[nH]c(=O)[nH]c4c3)cc2)cc1,-1,-0.7,-16,0.3,0,2,-4,2,-7,0.1
CCOc1ccc2nc(NC(=O)c3cnccn3)sc2c1,4,0.4,-6,-1.5,3,1,1,-4,1,-0.2
C/C(=N\NS(=O)(=O)c1ccc(Cl)cc1)c1ccc(O)cc1,-1,-0.8,-7,-0.6,-9,-6,-4,-3,-3,-1.4
O=C(NNC(=O)c1ccc2[nH]c(=O)c(=O)[nH]c2c1)c1cccc(Br)c1,39,2.0,-5,0.5,-9,2,-11,1,15,-0.2
CCOc1ccc(S(=O)(=O)N2CCN(C(=O)C3CSC4(C)CCC(=O)N34)CC2)cc1 (stereo unspecified),1,0.2,-3,-9.4,0,-3,-2,-13,-8,0.7
CCCN(CCC)S(=O)(=O)c1ccc(C(=O)N2CC3CCC(CC3)C2)cc1,0,-1.6,-2,0.3,3,2,-3,6,-9,-0.7
CCOC(=O)c1c(NC(=O)CSc2ncn[nH]2)sc(C)c1C,-4,1.8,7,-1.2,-11,0,-6,2,7,-1.9
CCOc1ccc(Cl)cc1-c1cc(C(=O)NCc2cccs2)[nH]n1,-2,0.2,0,1.7,-1,-1,-3,1,.,-0.1
CSc1nc2sc3c(c2c(=O)[nH]1)CC(C)(C)OC3,3,-0.4,14,1.6,-6,-1,-1,5,-5,0.0
Cc1ccc(-c2oc3ccccc3c(=O)c2O)cc1,1,-0.1,9,1.6,-3,7,-2,-31,-27,0.2
N#Cc1nc(-c2ccc(OCc3ccc(Cl)cc3)cc2)oc1NCCCn1ccnc1,-2,-0.2,19,-3.3,6,10,-2,-3,23,0.2
O=C1C=CN(Cc2ccccc2)CC1,1,3.2,23,-4.4,-7,-1,-7,-2,3,-0.4
Cc1cc(NC(=O)CCCC(=O)NCc2ccccc2)no1,-4,-1.0,36*,1.4,9,1,-15,15,12,-1.0
C=CCN(C(=O)CCC(=O)Nc1cc(C)on1)C(C(=O)NC1CCCC1)c1ccc(C)cc1 (stereo unspecified),-2,0.8,-1,-0.8,-4,2,-3,5,1,0.4
C=CCS(=O)(=O)N1CCCC(C(=O)c2cccc(Cl)c2)C1 (stereo unspecified),1,-0.1,12,-1.2,7,0,-2,1,-4,-0.5
O=C(Nc1nccs1)c1nc[nH]c1C(=O)N1CCN(c2ccccc2)CC1,3,1.4,7,1.0,-6,-1,-1,4,0,-0.3
Cc1ccc2c(c1Br)/C(=N/N1C(=O)c3ccccc3C1=O)C(=O)N2,-7,-0.2,3,-1.2,7,-5,2,-6,-2,0.1
O=C(CSc1nnc(-c2ccco2)o1)NCC(=O)c1ccccc1,0,1.8,4,-1.2,0,0,4,2,-3,-0.4
CCc1ccc(S(=O)(=O)NCc2cn3cccc(C)c3n2)s1,-6,-0.4,-16,-0.2,-10,-11,-5,1,0,-0.7
CCOC(=O)CC1(C)NC(=O)c2c(C)sc(C(=O)OCC)c2N1 (stereo unspecified),5,1.4,6,1.3,4,3,0,2,-2,-0.8
